# SMN2 splice up – enhancers of SMN2 splice variant expression | HEK293 SMN2-luciferase splicing reporter, luminescence, 30-36 h | Potency, µM (top dose mostly 46.1 µM), inactives show at the top dose activity change, positive = activation, most hits filed as activators | actives 2.8% (n = 210,000) | AID 1458; also: % of control where 0% means no effect; nearly all actives have a fitted effect of over 55% in size
#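 qHTS luciferase splicing reporter: luminescence rises when SMN2 exon 7 is included in transfected HEK293 cells. Compound exposure lasted 30-36 h at 37C, with 4.5 mM final sodium butyrate as control, followed by a ONE-Glo read.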
# Lamin A splicing – LMNA splicing modulation; actives 0.01% (n = 200,000); HeLa LMNA splicing GFP/RFP minigene ratio, 48 h; Potency, µM (highest dose often 46.1 µM), for the others: top-dose ratio change, negative = inhibition, hits mostly inhibitors; active = well fitted inhibition curve with a large enough effect in the signal ratio, with a control signal flat, not every such curve was filed as active; inconclusive = small, poorly fitted or top-dose-only effect, or effect the other way, or a change in a side signal; the % refers to the signal ratio; also: % is scaled to controls: 0 for no effect and ±100 for the full control effect
#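 Read-out is the ratio of GFP to DsRed2 object intensity, acquired by 488 nm laser-scanning cytometry on HeLa lamin A-EGFP minigene reporter cells. Compound incubation 48 hrs at 37 °C in Opti-MEM with 2% FBS; DMSO 0.5% final.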
# Tau ThT inhib – tau fibrillization inhibition (ThT binding); P10636; recombinant tau K18 P301L (four-repeat tau fragment), heparin-induced fibrillization, ThT fluorescence; Potency, µM (doses to about 57.4 µM), for inactives: at the highest dose activity, negative = inhibition, most hits filed as inhibitors; actives 2.1% (n = 270,000); AID 1460; also: % is scaled to controls: 0 for no effect and ±100 for the full control effect; nearly all actives have a fitted effect of over 55% in size
# Target sequence (P10636 561-689 P618L limits assumed): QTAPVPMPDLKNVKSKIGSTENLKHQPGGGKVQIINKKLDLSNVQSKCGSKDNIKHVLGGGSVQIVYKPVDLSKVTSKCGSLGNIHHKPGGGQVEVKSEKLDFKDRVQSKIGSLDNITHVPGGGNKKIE
#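 Heparin-induced (20 uM) aggregation of recombinant human K18 P301L tau, 15 uM unlabeled with 0.24 uM labeled, pH 7 acetate buffer, 6 hr at 37 C with compound. Fibrils quantified by 30 uM ThT fluorescence after 1 hr ambient incubation.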
# Luc counter – blocks Kinase-Glo luciferase, a counter-screen artifact; Kinase-Glo luciferase, ATP luminescence, 8 min; AID 1379; Potency, µM (series often up to 38.3 µM), for the others: at the top dose activity change, negative = inhibition, hits mostly inhibitors; Q27757; actives 0.28% (n = 200,000); also: % is scaled to controls: 0 for no effect and ±100 for the full control effect; nearly all actives have a fitted effect of over 60% in size
#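 Kinase-Glo luciferase light output from ATP and luciferin was measured with 10 uM ATP, within the enzyme's linear range. Buffer: 50 mM imidazole pH 7.2, 50 mM KCl, 7 mM MgCl2, 0.01% Tween 20, 0.05% BSA; luminescence read after 8 min at ambient temperature.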
# RECQ1 inh – blocks DNA unwinding by human RECQ1 | P46063 | RECQ1 DNA unwinding, red fluorescence kinetic read | Potency, µM (doses to about 57.3 µM), inactives show at the highest dose activity, negative = inhibition, hits mostly inhibitors | actives 0.54% (n = 240,000) | AID 2549;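 also: plate controls were vehicle for no effect and no enzyme for full effect; nearly all actives have a fitted effect of over 30% in size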
#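 RECQ1T1 50 nM; forked duplex (20 bp + 30-nt ss tails) 200 nM, ATP 2 mM final; pH 8.0, 2 mM MgCl2, 2.5 ug/ml poly(dI-dC); 15 min compound preincubation; discontinuous kinetic read over 2 h at RT.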
# JMJD2E inh – blocks human JMJD2E demethylase activity; B2RXH2; JMJD2E catalytic domain, FDH-coupled NADH fluorescence (FDH is formaldehyde dehydrogenase); Potency, µM (titrated, usually from 57.1 µM), for inactives: at the top dose activity change, negative = inhibition, actives largely listed as inhibitors; actives 1.6% (n = 230,000); AID 2147; active = well fitted inhibition curve with a large enough effect, not every such curve was filed as active; inconclusive = small, poorly fitted or top-dose-only effect, or another doubt; inactive = no such curve, though single readings can be large or run the other way;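 also: 0% = wells with enzyme and -100% = buffer wells without enzyme; nearly all actives have a fitted effect of over 50% in size; many of its hits are not listed in these tables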
# Target sequence (B2RXH2 1-337 limits assumed): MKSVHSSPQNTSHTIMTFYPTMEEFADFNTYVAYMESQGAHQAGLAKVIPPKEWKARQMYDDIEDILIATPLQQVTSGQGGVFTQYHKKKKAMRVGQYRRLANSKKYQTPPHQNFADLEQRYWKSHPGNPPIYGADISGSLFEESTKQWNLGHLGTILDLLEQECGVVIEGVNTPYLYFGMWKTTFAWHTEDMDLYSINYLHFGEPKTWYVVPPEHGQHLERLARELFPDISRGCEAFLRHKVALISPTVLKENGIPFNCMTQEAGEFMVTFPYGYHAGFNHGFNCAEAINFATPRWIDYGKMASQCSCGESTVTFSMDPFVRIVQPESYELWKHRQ
# L3MBTL1 inh – blocks human L3MBTL1; AID 485360; actives 0.66% (n = 230,000); Q9Y468; AlphaScreen L3MBTL1–H3K9me1 peptide binding; Potency, µM (titrated, usually from 57.1 µM), for the others: at the top dose activity, negative = inhibition, usual class: inhibitors; also: % is scaled to controls: 0 for no effect and ±100 for the full control effect; nearly all actives have a fitted effect of over 60% in size
#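 L3MBTL1 (50 nM) pre-complexed 30 min with biotinylated H3(1-15)K9me1 peptide (75 nM), then compounds added for 30 min at room temperature; AlphaScreen streptavidin donor/nickel chelate acceptor beads (10 ug/mL final) read after 30 min dark incubation.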
# ALDH1A1 inh – ALDH1A1 (human) enzyme inhibition; Purified ALDH1A1, NADH fluorescence, propionaldehyde substrate; Potency, µM (titrated, usually from 75.3 µM), inactives show at the highest dose activity, negative = inhibition, most hits filed as inhibitors; actives 7.3% (n = 220,000); AID 1030; active = well fitted inhibition curve with a large enough effect, not every such curve was filed as active; inconclusive = small, poorly fitted or top-dose-only effect, or another doubt; inactive = no such curve, though single readings can be large or run the other way;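 also: plate controls were no enzyme wells and a reference inhibitor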
# Target sequence (P00352 whole entry, looked up): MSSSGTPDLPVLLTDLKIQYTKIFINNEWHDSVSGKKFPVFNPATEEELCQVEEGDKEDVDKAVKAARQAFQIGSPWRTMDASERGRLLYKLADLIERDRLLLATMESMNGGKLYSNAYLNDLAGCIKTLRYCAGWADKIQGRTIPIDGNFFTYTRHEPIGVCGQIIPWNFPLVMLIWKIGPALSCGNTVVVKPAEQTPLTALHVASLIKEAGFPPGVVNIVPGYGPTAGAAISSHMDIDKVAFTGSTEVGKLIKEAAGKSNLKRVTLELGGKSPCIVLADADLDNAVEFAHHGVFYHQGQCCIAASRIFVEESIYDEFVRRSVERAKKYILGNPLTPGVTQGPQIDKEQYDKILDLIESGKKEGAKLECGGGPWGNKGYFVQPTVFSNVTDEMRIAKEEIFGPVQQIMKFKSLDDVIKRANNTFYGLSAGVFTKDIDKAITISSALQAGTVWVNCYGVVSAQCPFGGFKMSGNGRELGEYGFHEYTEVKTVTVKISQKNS
# The depositor's hits bear a star; i = inactive; ? = inconclusive; nt = not tested or not shown; & = joins results of further samples; [ ] = remark or other dose. Unless noted, calls follow the shape of the dose curve; as a rule, active = well fitted curve in the direction sought with a large enough effect; inconclusive = small, poorly fitted or top-dose-only effect, or another doubt; inactive = no such curve, though single readings can be large; an effect the other way counts as inactive or inconclusive. Potency is read from the fitted curve at half-maximal effect. Only part of the results is shown; the hit share may differ from the screen's.
SMILES,SMN2 splice up,Lamin A splicing,Tau ThT inhib,Luc counter,RECQ1 inh,JMJD2E inh,L3MBTL1 inh,ALDH1A1 inh
COc1cccc(-c2nc(CS(=O)(=O)CC(=O)N3CCN(c4ccccn4)CC3)c(C)o2)c1,-42%[inhibitor],?,-10%,1%,-8%,-8%,-5%,32µM*
COc1ccc(Oc2nc3c(c(=O)n(C)c(=O)n3C)n2Cc2ccccc2)cc1,-2%,5%,-9%,7%,-6%,-3%,nt,16µM*
Cc1noc(/C=C/N(C)C)c1S(=O)(=O)N1CCc2ccccc21,18%,?,?,4%,-1%,-4%,-13%,5.6µM*
C=CCn1c(SCC(=O)NC2CCCC2)nc2scc(-c3ccco3)c2c1=O,8%,15%,28µM*,18%,?,?,nt,7.9µM*
Cn1c(SCc2cccnc2)nc2c(c1=O)SCC2,8%,nt,9%,-2%,i,-12%,8%,?
CCCCC1(C)Cc2ccccc2C(=S)N1 (configuration not stated),3%,8%,-12%,-3%,-1%,1%,-10%,2%
CCN(Cc1ccccc1)C(=O)CS(=O)(=O)c1ccccc1,26%,nt,7%,5%,13%,-1%,-14%,0%
CC(Nc1ccccc1)C(=O)Nc1ccc(F)cc1 (configuration not stated),-7%,13%,-5%,0%,i,6%,nt,8%
COc1ccccc1NC(=O)c1ccccc1C(=O)O,6%,nt,-10%,4%,15%,-25%,9%,9%
CC(=C/C(=O)O)/C=C/c1ccco1,-11%,3%,14µM*,14%,-3%,-6%,?,?
O=C(c1ccc(F)cc1)C1CCN(Cc2cn[nH]c2-c2ccccc2)CC1,nt,?,-5%,nt,i,5%,-1%,-4%
COC(=O)c1ccccc1NC(=O)Cn1c(SC)c(F)cnc1=O,7%,-7%,7%,5%,2%,-2%,nt,?
O=C(O)CCC(=O)NNC(=O)CCC(=O)NCc1ccccc1,6%,2%,-8%,-2%,-12%,-5%,3%,3%
Cc1c(Br)cc(C(=O)OC2CCN(C)CC2)c(C)c1C,-16%,13%,-1%,-10%,-9%,0%,-2%,3%
COC(=O)CN1C(=O)C(O)(CC(=O)c2cccc(Br)c2)c2ccccc21 (configuration not stated),7%,-6%,-10%,18%,1%,-8%,nt,0.56µM*
O=C(COc1ccccc1)OCc1csc(Nc2ccccc2)n1,11%,-2%,?,-3%,-3%,-2%,-2%,-13%
CN(C)Cc1nc2ccccc2c(=O)n1CC#N,?,nt,-9%,0%,i,-5%,nt,?
CCN1C(=O)CC(N2CCN(c3ccc(C(=O)c4ccccc4)cc3)CC2)C1=O (configuration not stated),-14%,?,-7%,-3%,i,1%,nt,?
Cc1cc([N+](=O)[O-])nn1Cn1nc([N+](=O)[O-])cc1C,-5%,-3%[46 µM],-2%,5%,-5%,-10%,-2%,12%
CCc1c(C(=O)NCCc2ccc(OC)c(OC)c2)[nH]c(C)c1C(C)=O,10%,-30%,-4%,0%,-7%,6%,1%,3%
CCOc1ccc(CN(C(=O)c2cc3ccccc3oc2=O)C2CCS(=O)(=O)C2)cc1 (configuration not stated),nt,nt,-6%,nt,i,-18%,5%,nt
CCCN(CCC)C(=O)CP(=O)(c1ccccc1)c1ccccc1,3%,3%,-1%,-2%,-7%,-7%,nt,6%
Cc1onc(-c2ccccc2Cl)c1C(=O)OCC(=O)Nc1cccc(S(=O)(=O)N(C)C)c1,-34%[inhibitor],nt,3%,0%,-9%,-12%,28%,?
COC(=O)c1ccc(NC(=O)c2ccccc2-c2ccccc2C(=O)O)cc1,20%,nt,1%,-3%,i,1%,-3%,7%
COC(=O)c1ccc(C(NC(=O)OCc2ccccc2)/C(=C/[C@@H](C)C(=O)N[C@@H](CO)Cc2ccccc2)c2cccnc2)cc1 (some centres not stated),-3%,nt,-15%,2%,3%,0%,nt,-3%
CCC(C)/C(C)=N/NC(=O)CSc1nc2ccccc2[nH]1 (configuration not stated),2%,?,-9%,3%,3%,4%,-10%,-16%
CCOC(=O)C(Sc1ncn[nH]1)c1ccccc1 (configuration not stated),4%,12%,1%,-4%,-2%,?,4%,8%
CC(C)(C)c1cc(NC(=O)c2ccc(OC3CCCC3)cc2)no1,-18%,?,?,1%,-14%,10%,-13%,7%
O=C(NC(=S)Nc1cccc2ncccc12)c1cccs1,9%,nt,-8%,2%,i,-3%,-11%,?
CCn1cc(/C=C/C(=O)NCc2c(C)nn(C)c2C)cn1,-10%,4%,-10%,-1%,3%,4%,-4%,7%
CC1(C)Oc2ccccc2OC1(O)c1ccc2ccccc2n1 (configuration not stated),-27%,-7%,-10%,1%,-8%,7%,4%,13%
Cc1ccnc(Nc2nc3ccccc3s2)n1,3.5µM*,nt,-16%,-26%,i,1%,2%,3%
CCc1ccc2oc(C(=O)NCc3ccncc3)c(C)c2c1,-64%[inhibitor],?,-15%,2%,-4%,-6%,-25%,?
COc1ccc(-c2cn3cccnc3n2)cc1NC(=O)c1cccs1,22%,-17%,?,2%,-2%,?,-1%,?
Cc1onc(-c2ccccc2Cl)c1C(=O)N/N=C(\N)COc1ccc(Cl)cc1,-17%,?,-15%,4%,-6%,?,-5%,-2%
CC12CN3CC(C)(CN(C1)C3c1ccccc1Cl)C2O (configuration not stated),2%,-8%,-2%,0%,i,-12%,-1%,2%
Cc1ccc(-n2cc(-c3ccccc3)[nH]c2=O)cc1F,25µM*,-1%,?,-7%,-2%,-1%,-7%,20µM*
COc1ccc(-c2cc(C(=O)Nc3cc(C)on3)no2)cc1,23%,9%[46 µM],?,-4%,-1%,10%,-1%,-1%
O=c1[nH]c(=O)n(Cc2ccccc2)c2c1CCC2,nt,1%,-12%,nt,i,-7%,3%,-11%
CCCNC(=O)C1CCN(c2cc(-c3ccccc3)nc3ncnn23)CC1,-9%,3%[46 µM],-6%,0%,-8%,?,8%,4%

# An excerpt from above, limited to JMJD2E inh, L3MBTL1 inh and ALDH1A1 inh.
smiles | JMJD2E inh | L3MBTL1 inh | ALDH1A1 inh
Cc1ccc(-n2cc(-c3ccccc3)[nH]c2=O)cc1F | -1% | -7% | 20µM*
COc1ccc(-c2cc(C(=O)Nc3cc(C)on3)no2)cc1 | 10% | -1% | -1%

# The results go on:
SMILES,SMN2 splice up,Lamin A splicing,Tau ThT inhib,Luc counter,RECQ1 inh,JMJD2E inh,L3MBTL1 inh,ALDH1A1 inh
c1csc(C(c2nnnn2C2CCCC2)N2CCCC3(CCCCC3)C2)c1 (configuration not stated),-5%,?,-7%,-2%,i,8%,nt,?
C=CCNC(=O)/C(C#N)=C/c1c(C)nn(-c2ccccc2)c1Cl,-32%[inhibitor],-1%,-11%,1%,2%,3%,-15%,?
CCC(CO)NC(=O)c1cc2c(s1)CCC2 (configuration not stated),3%,10%,-1%,-8%,-6%,4%,nt,3%
CC1(C)N=C(c2cccc(F)c2)C(=O)N1,-16%,2%,6%,-1%,-7%,11%,-5%,6%
O=c1oc2cc(OCc3nn[nH]n3)ccc2c2c1CCCC2,?,9%,-8%,12%,i,?,12%,?
CCOC(=O)c1sc(NC(=O)CCCn2nc([N+](=O)[O-])cc2C)c(C(=O)OCC)c1C,-28%,-8%,-14%,-2%,-7%,-2%,3%,-7%
COC(=O)C1=C(C(=O)OC)C(c2cc(Br)ccc2O)c2sc(=O)[nH]c2S1 (configuration not stated),20%,1%,28µM*,-3%,-3%,-18%,-12%,?
Cn1c(=O)c2[nH]c(NCC3CCCO3)nc2n(-c2ccccc2)c1=O (configuration not stated),8%,13%,-9%,2%,-15%,-3%,-5%,-4%
Cc1[nH]c2ccccc2c1/C=C/C(=O)c1ccccc1,-1%,?,?,-1%,-4%,6%,21%,?
CCCn1c(=S)[nH]c2cc(C(=O)N3CCN(c4ccccc4OC)CC3)ccc2c1=O,?,-6%,-7%,4%,i,4%,-9%,0%
O=C1C=CC(=O)N1c1ccc(OC(F)F)cc1,-3%,?,0%,3%,0%,3%,-2%,0.71µM*
CC(NC(=O)c1ccc(F)cc1)c1ccccc1 (configuration not stated),-3%,14%,12%,0%,-16%,15%,3%,-7%
CC(C)(C)c1ccc(S(=O)(=O)N2CCC(c3nc4ccc(Cl)cc4[nH]3)CC2)cc1,-41%[inhibitor],?,-1%,2%,-2%,4%,0%,?
O=C(CC1C(=O)N(c2ccccc2)C(=O)N1Cc1ccco1)Nc1ccccc1 (configuration not stated),4%,-1%[46 µM],8%,3%,-2%,1%,2%,2%
COc1ccc(-c2cc3c(=O)n(CC(=O)NC4CCN(Cc5ccccc5)CC4)ncn3n2)cc1,25%,13%,0%,0%,-7%,7%,-6%,6%
Cc1cccc(C)c1NC(=O)C(=O)c1cn(C)c2ccccc12,-15%,nt,1%,2%,-5%,5%,nt,4%
O=c1cc(CN2CCc3ccccc32)c2ccc(O)cc2o1,15%,?,?,1%,i,?,-7%,?
Cc1cc(C)n2nc(SCc3cc(=O)oc4cc(C)c(C)cc34)nc2n1,8%,-2%,-4%,-1%,i,-1%,nt,?
COC1=CC(=O)CC(C)C12Oc1c(Cl)c(OC)cc(OC)c1C2=O (configuration not stated),-29%,?,-13%&3%,1%&0%,10%&-1%,?,-4%,?
O=C(c1ccccc1)n1ccc2ccccc21,3%,4%,6%,-4%,i,-3%,49%[activator],-12%
COc1ccc(N2C(N)=NC(N)=NC23CCCC3)cc1,nt,-5%,-19%,nt,i,6%,2%,?
O=C(Cn1c(=O)sc2ccccc21)NCc1ccco1,3%,4%,0%,14%,i,3%,0%,12%

# Filtered by structure: those above containing a cyano group (2)
SMILES,SMN2 splice up,Lamin A splicing,Tau ThT inhib,Luc counter,RECQ1 inh,JMJD2E inh,L3MBTL1 inh,ALDH1A1 inh
CN(C)Cc1nc2ccccc2c(=O)n1CC#N,?,nt,-9%,0%,i,-5%,nt,?
C=CCNC(=O)/C(C#N)=C/c1c(C)nn(-c2ccccc2)c1Cl,-32%[inhibitor],-1%,-11%,1%,2%,3%,-15%,?

# Assay outcomes: PubChem, National Center for Advancing Translational Sciences (NCATS)
